# ARFGAP1 inh – inhibitors of rat ARFGAP1; Q62848; Arfgap1-stimulated ARF1 GTP hydrolysis, GDP FP detection; inhibition, % at 16.5 µM; actives 0.26% (n = 360,000); AID 651572;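 active = inhibition above a per-plate limit, mean inhibition of low control wells plus 3 SD, cut at about 25% in these data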;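 note: 0% = DMSO wells with enzyme and 100% = wells lacking Arfgap1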
#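 material = rat Arfgap1 catalytic domain, aa 1-136 | also added = human ARF1(Δ1-17)-GTP substrate | compound dosing = one concentration, 16.5 µM, DMSO 1.26% | times = GTP hydrolysis reaction 2 h at 25 °C | measured by = FP, GDP Alexa 633 tracer displaced from anti-GDP antibody, 620/688 nm | evaluation = percent inhibition of Arfgap1-stimulated GTP hydrolysis | replication = single well per compound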
# NPR2 activator – GC-B (human) receptor activation. HEK293-GC-B cells, CNP EC30, cGMP TR-FRET; 0% at EC30 CNP, 100% saturating CNP. activation, % at 10 µM. actives 0.11% (n = 370,000). AID 1920062;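 active = activation at 10 µM reaching about 35% in either raw or pattern-adjusted values, limit read from the data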
# Target sequence (P20594 whole entry, looked up): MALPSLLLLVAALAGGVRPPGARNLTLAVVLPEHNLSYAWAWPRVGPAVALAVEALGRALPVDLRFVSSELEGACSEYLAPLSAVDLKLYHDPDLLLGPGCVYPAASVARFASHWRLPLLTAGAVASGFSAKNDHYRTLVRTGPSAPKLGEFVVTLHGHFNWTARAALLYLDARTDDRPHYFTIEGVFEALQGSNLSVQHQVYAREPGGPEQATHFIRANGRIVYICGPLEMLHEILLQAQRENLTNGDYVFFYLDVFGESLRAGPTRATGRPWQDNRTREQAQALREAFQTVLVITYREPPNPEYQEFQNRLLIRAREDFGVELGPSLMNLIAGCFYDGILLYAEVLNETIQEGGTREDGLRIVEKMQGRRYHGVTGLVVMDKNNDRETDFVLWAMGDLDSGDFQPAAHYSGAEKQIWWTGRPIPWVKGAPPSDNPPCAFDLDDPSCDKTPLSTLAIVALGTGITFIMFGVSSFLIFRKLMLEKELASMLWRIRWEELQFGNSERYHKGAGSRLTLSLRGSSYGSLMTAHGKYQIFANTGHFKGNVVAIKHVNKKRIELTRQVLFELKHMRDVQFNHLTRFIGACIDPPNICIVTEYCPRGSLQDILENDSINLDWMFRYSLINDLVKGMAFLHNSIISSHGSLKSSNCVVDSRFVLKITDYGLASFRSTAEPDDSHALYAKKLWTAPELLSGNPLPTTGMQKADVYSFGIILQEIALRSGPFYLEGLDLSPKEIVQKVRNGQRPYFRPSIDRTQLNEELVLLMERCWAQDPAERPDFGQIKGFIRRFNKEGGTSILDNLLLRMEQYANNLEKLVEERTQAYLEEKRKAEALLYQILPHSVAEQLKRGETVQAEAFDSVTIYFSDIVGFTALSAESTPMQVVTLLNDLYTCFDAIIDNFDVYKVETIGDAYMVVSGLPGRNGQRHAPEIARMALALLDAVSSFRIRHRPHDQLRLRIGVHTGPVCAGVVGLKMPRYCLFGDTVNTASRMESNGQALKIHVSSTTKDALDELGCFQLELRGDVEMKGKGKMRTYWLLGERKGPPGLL
# ASAP1 GAP inh – ASAP1 ArfGAP inhibition. Q9ULH1. ASAP1-stimulated ARF1 GTP hydrolysis, GDP FP detection. inhibition, % at 16.5 µM. actives 0.19% (n = 360,000). AID 624377; in the data active = inhibition above about 25%;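 note: 0% = vehicle with enzyme and substrate and 100% = no enzyme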
# NPR1 activator – GC-A (human) enzyme activation; HEK293 GC-A cells, cGMP TR-FRET, EC30 ANP; 0% at EC30 ANP, 100% saturating ANP; P16066; actives 0.14% (n = 370,000); AID 1671463; activation, % at 10 µM; in the data active = activation above about 40%
# HTRA1 inh – inhibitors of human serine peptidase HTRA1. Q92743. recombinant HTRA1, FP-rhodamine activity-based probe, fluorescence polarization. inhibition, % at 5.96 µM. actives 0.5% (n = 340,000). AID 504803; in the data active = inhibition above about 36%;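 note: 0% = enzyme with DMSO and 100% = wells lacking enzyme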
# NR1D1 modulator – modulates human Rev-erb alpha binding to DNA; actives 0.79% (n = 370,000); AID 1259318; Rev-erbα–FITC-DNA binding, fluorescence polarization, 90 min; activity, % at 10 µM;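 active = activity above about 14%, limit read from the data; passing the limit was not always enough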;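 note: 0% = DMSO wells with 35 nM protein and 100% = DMSO wells with 750 nM protein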
# SMARCA2 activ – increases SMARCA2 function in MMTV reporter cells; actives 1% (n = 370,000); MG213 cells, MMTV-luciferase reporter, dexamethasone, overnight; activation, % at 9.1 µM; AID 652017; in the data active = activation above about 7.8%;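 note: 0% = vehicle wells and 100% = reference activator wells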
# mABHD4 FP – inhibits mouse alpha/beta hydrolase domain 4; Q8VD66; purified mABHD4, FP-Rh probe fluorescence polarization; inhibition, % at 8.92 µM; actives 0.54% (n = 370,000); AID 720543;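 active = inhibition exceeding the mean over every tested compound plus 3 SD, cut at about 30% in these data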;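 note: 0% = plate median of compound wells and 100% = S159A mutant with DMSO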
#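 Assay system: wild-type mouse ABHD4 protein; compound: single nominal dose of 8.92 µM, 0.89% DMSO final; schedule: 45 min + 60 min at 25 °C; measured by: FP readout, ex 525 nm / em 598 nm; evaluation: % inhibition of FP-Rh probe binding versus controls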
# PG9 binder – PG9 antibody binding by small molecule; TR-FRET gp120-PG9 antibody binding; inhibition, % at 6.7 µM; actives 0.43% (n = 360,000); in the data active = inhibition above about 8.5%
# rCAG RNA binder – r(CAG) repeat RNA binding | TO-PRO-1 dye displacement fluorescence | inhibition, % at 3 µM | actives 1.3% (n = 370,000);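 active = inhibition above the plate cutoff, the mean of all test compounds on that plate plus 3 SD, cut at about 35% in these data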;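 note: 0% = DMSO alone and 100% = 100 µM mitoxantrone as full dye displacement; higher means more dye released from RNA so lower well fluorescence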
# An asterisk follows results filed as active; / = not tested or not shown.
SMILES,ARFGAP1 inh,NPR2 activator,ASAP1 GAP inh,NPR1 activator,HTRA1 inh,NR1D1 modulator,SMARCA2 activ,mABHD4 FP,PG9 binder,rCAG RNA binder
CCc1nc(OCCN(CC)CC)c2oc3ccccc3c2n1,14,-9,-7,-3,0,-1,3,4,-2.5,-2
O=C(CSc1nc(-c2ccccc2)nc2ccc(F)cc12)Nc1ccc(C(=O)O)cc1,7,-9,2,1,-18,-2,-1,-12,2.0,22
O=S(=O)(O)c1nnc2sc3ccccc3n12,3,5,-10,-4,3,7,2,1,-1.7,1
CC(C)c1nnc(NC(=O)CCS(=O)(=O)c2ccccc2)s1,-2,7,9,-1,3,-4,-2,1,-0.2,1
CC1CCc2nc(NC(=O)CN3CCN(Cc4ccc5c(c4)OCO5)CC3)sc2C1 (configuration not stated),-6,-2,10,-1,-6,1,-1,1,0.5,-5
CCCN(CC(=O)Nc1ccccc1C)C(=O)c1ccc(S(=O)(=O)N2CCCCC2)cc1,-13,5,-5,-3,1,0,-1,-5,2.4,-3
CC1CCCN(C(=O)CSc2nnc(-c3c[nH]c4ccccc34)o2)C1 (configuration not stated),3,-6,1,0,-15,4,2,4,0.3,0
FC(F)(F)c1ccc(Sc2n[nH]c(C(F)(F)F)n2)nc1,-13,3,7,2,4,-3,-1,1,0.3,1
COC(=O)[C@@H](NC(=O)Nc1ccc(OC(F)(F)F)cc1)C(C)C,4,4,9,2,1,-1,0,3,0.7,0
COc1ccc(C(C(=O)NCCC(C)C)N(CCO)C(=O)c2snc(C(N)=O)c2N)cc1OC (configuration not stated),-6,2,-7,-4,5,-4,-1,-4,-0.3,2
Cc1ccc(C(=O)O/N=C\c2ccc(N3CCOCC3)c([N+](=O)[O-])c2)cc1,9,14,7,14,3,-2,0,0,-0.7,0
Cc1ccc(S(=O)(=O)NNc2nnc(C)c(=O)[nH]2)cc1,-4,-2,-2,-2,2,-3,4,2,-2.4,1
NC(=O)CC(NC(=O)c1ccccc1)c1ccc(N2CCN(c3ccccn3)CC2)c([N+](=O)[O-])c1 (configuration not stated),-9,0,-12,-3,-4,7,0,2,-2.1,3
O=C(CCSCc1ccccc1Cl)NCc1ccco1,-6,4,-9,-2,2,-1,1,-5,-2.0,-3
COc1cc(C(C(=O)NC2CCCC2)N(C(=O)c2snc(C(N)=O)c2N)c2ccccc2)cc(OC)c1OC (configuration not stated),10,-16,1,-49,-2,7,-3,-1,1.7,9
Cc1nc(-c2cc(-c3nc(-c4ccc(C(C)(C)C)cc4)no3)no2)cs1,17,2,5,3,-2,-2,-2,-5,-0.6,-1
C/C=C1\COC(C(=O)NCCN2CCCC2)(C(F)(F)F)C=C1C=C1CCCCC1 (configuration not stated),3,-6,-6,-5,-5,4,0,6,-1.7,-7
O=S1(=O)CC2c3ccc(F)cc3CN2CN1C1CCCC1 (configuration not stated),/,5,/,5,/,3,3,-17,/,10
O=C(CCN1CCCC1)Nc1ccccc1,3,1,3,1,-1,-4,-3,1,0.1,5
O=C(O)c1ccc(Cl)c(S(=O)(=O)NC(Cc2ccccc2)C(=O)O)c1 (configuration not stated),1,4,6,5,-1,1,7,-2,-2.5,-1

# Next section (2 carried over from the part before).
SMILES,ARFGAP1 inh,NPR2 activator,ASAP1 GAP inh,NPR1 activator,HTRA1 inh,NR1D1 modulator,SMARCA2 activ,mABHD4 FP,PG9 binder,rCAG RNA binder
O=C(CCN1CCCC1)Nc1ccccc1,3,1,3,1,-1,-4,-3,1,0.1,5
O=C(O)c1ccc(Cl)c(S(=O)(=O)NC(Cc2ccccc2)C(=O)O)c1 (configuration not stated),1,4,6,5,-1,1,7,-2,-2.5,-1
CCCNC(=O)N(C)C[C@H]1Oc2cc(Br)ccc2S(=O)(=O)N([C@@H](C)CO)C[C@@H]1C,-17,1,-3,2,3,6,6,5,0.6,1
COc1ccc(NC(=S)NC(NC(=O)c2ccc(Cl)cc2Cl)C(Cl)(Cl)Cl)c([N+](=O)[O-])c1 (configuration not stated),2,0,6,-6,-36,12,-1,-28,-3.2,25
CCC/C(O)=C1\C(=O)CCCC1=NC(C)C(=O)O (configuration not stated),6,5,4,1,3,-2,-3,-8,-0.1,2
COc1ccccc1N1CCN(Cc2cc(=O)c(OCC(=O)NC(C)C)co2)CC1,0,-1,-1,2,5,-3,-2,-1,-0.8,-7
O=C(OCc1ccc([N+](=O)[O-])cc1)C1CCN(S(=O)(=O)c2ccccc2)CC1,-7,-1,-2,-1,-14,-4,-2,6,-0.1,-5
Cc1sc(N/N=C/c2ccco2)nc1-c1ccccc1,3,1,17,2,9,0,1,14,-3.0,11
CCN(CC)CCCNC(=O)CC1Oc2ccc(C)cc2NC1=O (configuration not stated),3,4,11,2,7,8,2,-2,-0.1,0
CC1CCN(S(=O)(=O)c2ccc3c(c2)c(=O)c(C(=O)N2CCOCC2)cn3C)CC1,0,2,6,-1,1,3,-2,-2,-0.5,-1
CCCCN(C)C(=O)c1coc(=O)c2ccccc12,1,-14,19,-20,7,0,4,7,-0.7,-1
COc1ccc(CCN(C)C(=O)c2cncc(Br)c2)cc1OC,4,2,10,1,0,-2,3,9,-1.9,-2
COCC(=O)NNC(=S)Nc1cccc(C)c1C,-2,0,1,1,-3,-3,0,6,-0.3,1
Cc1ccc(C)c(N2CCN(S(=O)(=O)c3ccc4c(c3)NC(=O)CO4)CC2)c1,-5,0,2,-6,-34,4,0,-1,-1.2,2
CC(C)CCCN1CCN=C1N(C)C,-4,0,1,3,-1,-5,1,4,-1.2,0
Cc1cc([N+](=O)[O-])nn1CCCC(=O)NCc1ccc(F)cc1,-4,-1,12,-5,-7,-7,-2,0,0.9,0
Oc1ccc(/C=N/n2c(COc3ccccc3)n[nH]c2=S)c(O)c1,-3,-4,9,-1,3,6,-2,3,-1.2,0
Cc1ccc(C(=O)c2c3ccccc3[n+]([O-])n2CCC(N)=O)cc1,-11,5,10,1,3,-1,0,-2,-1.1,2
Cc1ccc(C(=O)NCCNC(=O)c2ccc(C)nc2)cc1,0,0,4,-4,-8,5,-1,5,0.6,-3
c1ccc(OCc2nnc3sc(C4COc5ccccc5O4)nn23)cc1 (configuration not stated),-4,5,22,4,-2,-5,9.2*,0,-0.6,11
O=C1c2cccnc2C(=O)N1c1cccc(-c2nc3ccccc3o2)c1,1,3,-5,-1,-2,2,0,10,-1.2,-2
O=C(CC1C(=O)NC2CCCCC2N1C(=O)c1ccc([N+](=O)[O-])cc1)Nc1ccccc1 (configuration not stated),-4,-5,-3,2,4,-3,0,3,1.6,2

# Looked up above.
# ARFGAP1 inh, Cc1sc(N/N=C/c2ccco2)nc1-c1ccccc1 is entered as 3
# PG9 binder, O=C1c2cccnc2C(=O)N1c1cccc(-c2nc3ccccc3o2)c1 is entered as -1.2
# mABHD4 FP, Cc1cc([N+](=O)[O-])nn1CCCC(=O)NCc1ccc(F)cc1 is entered as 0

# Next records
SMILES,ARFGAP1 inh,NPR2 activator,ASAP1 GAP inh,NPR1 activator,HTRA1 inh,NR1D1 modulator,SMARCA2 activ,mABHD4 FP,PG9 binder,rCAG RNA binder
COc1cc2c(C(=O)N3CCCc4ccccc43)cn(C)c(=O)c2cc1OC,1,0,-3,-1,6,-2,-4,0,-1.8,-5
O=C1CC(c2cc(Br)ccc2F)c2cc3c(cc2N1)CCC3 (configuration not stated),/,-9,/,-28,-5,-1,/,/,/,/
Cc1ccc(C(=O)COC(=O)CNS(=O)(=O)c2ccccc2)cc1[N+](=O)[O-],6,2,-2,1,-2,-2,2,7,-0.6,1
Cc1sc2nc(CSc3cccc(C(F)(F)F)c3)[nH]c(=O)c2c1C,-5,-7,-4,3,-1,4,0,-3,-1.0,-2
O=C(CSc1ccc2nnc(-c3cccc(F)c3)n2n1)NCC1CCCO1 (configuration not stated),-5,5,2,3,6,4,5,8,0.0,1
COc1ccc(NC(=O)COC(=O)CCCc2c[nH]c3ccccc23)cc1,10,-8,12,-3,-4,7,0,3,-1.0,3
COc1ccc(C=C2CCC3C(CCCC34OCCO4)C2=O)cc1 (configuration not stated),3,-9,-6,-5,-9,-5,-1,6,-1.6,1
CC(=O)Nc1ccc(Nc2c([N+](=O)[O-])cc(S(C)(=O)=O)cc2[N+](=O)[O-])cc1,-8,2,-8,0,5,7,-2,4,-0.4,0
CS(=O)(=O)c1ccc(Cl)c(NC(=O)C2CCCCN2S(=O)(=O)c2ccccc2)c1 (configuration not stated),12,2,6,0,-7,4,-1,-4,-1.0,4
NS(=O)(=O)c1cc(C(=O)NCC2CCCCC2)ccc1Cl,2,0,-5,3,3,-7,-3,2,1.6,-1
Cn1cc(Cc2ccc(C(=O)N3CCOCC3)cn2)c2ccccc21,1,-4,-14,1,/,-4,1,2,-1.9,3
CC(=O)N/N=C/c1cc(C(C)(C)C)cc(/C=N/NC(C)=O)c1O,-2,3,2,2,/,6,-3,2,-2.8,-27
CCN(CC)c1ncnc2c1ncn2Cc1c(Cl)cccc1Cl,6,8,6,6,-17,2,0,-4,-2.4,-6
COc1cc(NC(=O)CSc2nc3[nH]ncc3c(=O)n2-c2ccc(Cl)cc2)cc(OC)c1,7,1,-9,1,-37,6,-5,-48,-2.2,10
O=C(NCC(c1ccco1)N1CCc2ccccc2C1)c1c(F)cccc1F (configuration not stated),18,-2,-5,-3,5,2,1,1,1.5,-7
CCOC(=O)N[C@H](C(=O)N1CCC[C@H]1C(=O)NCCc1ccccc1Cl)c1ccccc1,-13,-5,-7,-3,/,3,-3,-15,-1.4,-1
CC(=O)Nc1ccc(S(=O)(=O)Nc2ccc(NC(=O)c3ccco3)cc2)cc1,2,4,-17,3,-6,1,1,-6,-1.3,2
CCCOc1cccc(-c2nc3ccccc3c(=O)o2)c1,-2,-5,13,-9,-4,-4,1,-2,-2.3,21
CN1CCN(S(=O)(=O)c2cccc(S(=O)(=O)c3ccc(Cl)c(Cl)c3)c2)CC1,4,0,7,7,-7,6,2,1,-1.9,2
CCc1ccc(N/C(N)=N/c2nc(CSc3ncccn3)cc(=O)[nH]2)cc1,-6,-1,-3,-1,-1,-7,-3,3,-1.6,3
CC1SC(=Nc2ccccc2)N(S(=O)(=O)c2ccccc2)C1=O (configuration not stated),-10,3,5,4,2,6,-1,8,-0.1,0
Cc1ccc(CNC(=O)C2CC3Cn4c(nc5cc(C)c(C)cc54)C3N2C)o1 (configuration not stated),3,1,-9,-2,-5,2,-1,0,0.5,0
CCCC1CCC2(CC1)CCC2OC(=O)Nc1cccc(C(F)(F)F)c1 (configuration not stated),/,-9,/,-2,/,3,/,-16,/,/
Cc1cc(C(=O)NC2CCCN(Cc3ccccc3F)C2)no1 (configuration not stated),-6,2,8,2,6,10,-2,1,0.7,-2
O=C(C[n+]1ccsc1)c1ccccc1,-3,2,2,5,10,-3,0,3,0.0,1
CC(=O)N1CCN=C1SCc1ccccc1Cl,-6,-10,-4,-2,-1,-4,2,0,-1.1,1

# Assay outcomes (PubChem)
